AI-2 QS mod: modulators of Vibrio harveyi AI-2 quorum sensing system; Vibrio harveyi JMH597 AI-2 luminescence/OD600 ratio, 9 h; active compounds read low; strain lacks LuxN and CqsS sensors; 0 = neutral-control median; activity change, % at 7.5 µM; hit rate 0.4% among 300,000; AID 2094; in the data active = activity change below about -75%, passing the limit was not always enough; inconclusive = no clear call, values can overlap the other calls;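 note: luminescence divided by OD600 gain over 9 h not by final OD600 alone; inactives centre near 13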
GSK3 alpha inh: inhibitors of human GSK-3 alpha kinase; inhibition, % at 10 µM; P49840; ADP-Glo luminescence, 60 min; hit rate 0.1% among 320,000; AID 2650;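 in the data active = inhibition above about 50%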;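 note: GST-tagged GSK-3 alpha with peptide substrate and 25 µM ATP; 0% = DMSO neutral wells and 100% = GW8510 positive control wells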
Target sequence (P49840 whole entry, looked up): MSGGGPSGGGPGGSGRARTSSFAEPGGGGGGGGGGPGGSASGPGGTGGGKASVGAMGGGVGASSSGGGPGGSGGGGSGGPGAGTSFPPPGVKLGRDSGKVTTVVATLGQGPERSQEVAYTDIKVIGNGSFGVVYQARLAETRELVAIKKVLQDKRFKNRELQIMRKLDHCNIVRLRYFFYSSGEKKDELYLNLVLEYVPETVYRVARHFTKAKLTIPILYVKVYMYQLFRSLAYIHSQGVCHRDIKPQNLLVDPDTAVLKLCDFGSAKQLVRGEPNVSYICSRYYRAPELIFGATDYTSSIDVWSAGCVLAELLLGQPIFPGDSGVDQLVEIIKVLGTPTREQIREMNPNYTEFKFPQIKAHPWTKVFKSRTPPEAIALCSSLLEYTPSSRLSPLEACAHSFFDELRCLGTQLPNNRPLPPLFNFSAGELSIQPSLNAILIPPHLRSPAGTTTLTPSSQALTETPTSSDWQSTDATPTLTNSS
aSyn 5UTR inh: 5' untranslated region of α-synuclein, MLPCN primary screen; alpha-synuclein 5'UTR reporter, inhibitor activity; inhibition, % (tested at 7.5 µM); hit rate 0.82% among 300,000; AID 1813; in the data active = inhibition above about 60%; inconclusive = no clear call, values can overlap the other calls;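 note: H4 neuroglioblastoma cells stably carrying SNCA 5'UTR luciferase fusion; 0% = DMSO wells and 100% = positive control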
HSF1 inh: HSF1 inhibition; NIH3T3-HGL HSE-luciferase, MG132-induced, luminescence 8 h; active compounds read low; activity change, negative = inhibition, % at 7.5 µM (by protocol); hit rate 0.77% among 300,000; AID 2098;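 active = more than half of replicate wells show activity change below -50%, luminescence cut by over half; inconclusive = some wells, but at most half, below -50%; inactive = no replicate well below -50%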;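 note: luciferase reports HSF-1 transcriptional activity via heat shock element; 0% = median of DMSO wells and -100% = zero luminescence signal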
HSP90 refold inh: inhibitors of HSP90 luciferase refolding in rabbit reticulocyte lysate | luciferase refolding luminescence, 3 h | inhibition, % at 5.6 µM | hit rate 0.91% among 290,000 | AID 1789;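 active = inhibition above the screen-wide mean plus 3 SD, computed separately per campaign, cut at about 16% in these data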;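 note: 0% = DMSO wells and 100% = 60 µM geldanamycin wells; inhibitors lower the luminescence because luciferase stays unfolded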
HSF1 activator: increases HSF-1 driven luciferase reporter signal | hit rate 1.7% among 300,000 | activation, % at 9 µM | NIH3T3-HGL HSF-1 luciferase reporter, MG132, 8 h; 100% = twice DMSO control signal | AID 504408;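 active = mean replicate activation of at least 50% with a set share of replicates each reaching 50%; inconclusive = only one of those two conditions met; inactive = mean below 50% and too few replicates reaching it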;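 note: 0% = median of the neutral control wells and 100% = twice that signal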
IEC-6 tox: IEC-6 cytotoxicity, counter-screen for KLF5 inhibitors; luminescence viability; inhibition, % at 5 µM; hit rate 0.78% among 290,000; in the data active = inhibition above about 22%;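 note: 0% = plate median of test compound wells and 100% = cytotoxic reference compound wells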
GSK3B inh: blocks human GSK3beta kinase activity; GST-GSK3beta kinase, ADP-Glo luminescence, 60 min; active compounds read low; hit rate 0.038% among 300,000; activity score (negative = inhibition), % at 10 µM; P49841;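 active = more than half of replicate wells score below -50%, meaning over 50% inhibition versus plate controls; inconclusive = some replicates but at most half score below -50%; inactive = no replicate scores below -50%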;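 note: 0% = median DMSO wells and -100% = median GW8510 positive control wells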
Target sequence (P49841 whole entry, looked up): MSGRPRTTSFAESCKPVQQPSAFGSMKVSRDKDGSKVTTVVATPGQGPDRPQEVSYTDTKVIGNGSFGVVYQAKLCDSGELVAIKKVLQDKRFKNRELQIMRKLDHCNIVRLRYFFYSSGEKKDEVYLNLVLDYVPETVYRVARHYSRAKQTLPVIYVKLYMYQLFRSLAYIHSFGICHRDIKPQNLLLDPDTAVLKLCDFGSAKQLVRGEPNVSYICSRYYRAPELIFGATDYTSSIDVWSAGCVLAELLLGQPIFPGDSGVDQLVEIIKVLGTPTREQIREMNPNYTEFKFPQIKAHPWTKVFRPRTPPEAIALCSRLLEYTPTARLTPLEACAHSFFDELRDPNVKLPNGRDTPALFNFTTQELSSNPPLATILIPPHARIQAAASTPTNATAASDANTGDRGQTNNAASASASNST
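Test system: GST-fused GSK3beta enzyme, cell-free | Quantity: 1.6 ng GST-GSK3beta enzyme per well | Reagent: 25 µM ATP with peptide substrate | Schedule: 60 min enzyme reaction, room temperature | Signal: Luminescent ADP-Glo measurement of ADP formed | Read-out basis: Score relative to plate controls | Control set: DMSO and 20 µM GW8510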
KLF5 inh: kruppel-like factor 5 inhibition; DLD-1 KLF5 promoter-luciferase reporter, luminescence; inhibition, % at 5 µM; hit rate 0.23% among 290,000; AID 1700;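 active = inhibition above a per-plate limit of that plate's mean compound inhibition plus 3 SD, cut at about 60% in these data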;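 note: 0% = DMSO wells and 100% = LY294002 at 200 µM; higher means less KLF5 promoter-driven luciferase light; inactives centre near -14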
PolyA inhibitor: blocks polyadenylation in yeast reporter cells. S. cerevisiae SKY197-pL101 polyadenylation reporter, beta-gal luminescence; efflux-impaired pdr1/pdr3 knockout yeast; score 100 = 6 SD above DMSO. calls only at 12 µM. hit rate 0.02% among 300,000;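 active = lowest replicate activity score at least 50, where 100 means six control SD above control mean; inconclusive = lowest score under 50 but half or more replicates reach 50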;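 note: yeast exposed to compound for 9 h at 30 °C; higher score means more reporter readthrough which indicates perturbed polyadenylation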
The depositor's hits bear a star; i = inactive; ? = inconclusive; · = no result given.

SMILES	AI-2 QS mod	GSK3 alpha inh	aSyn 5UTR inh	HSF1 inh	HSP90 refold inh	HSF1 activator	IEC-6 tox	GSK3B inh	KLF5 inh	PolyA inhibitor
CCc1ccc(NC(=O)c2ccc(S(=O)(=O)NCc3cccnc3)cc2)cc1	4	1	-57	1	1	23	-2	1	-51	i
CCOc1ccc(C(=O)Nc2cccc3cccnc23)cc1	19	1	-19	-4	-1	5	-7	4	-40	i
COc1ccccc1CN1CC(C(=O)N(C)Cc2nc(C)cs2)CCC1=O (stereo unspecified)	14	·	-32	0	0	19	-4	-3	-9	i
CCOc1ccccc1N1CCN(C(=O)c2cc(-c3cccnc3)nc3c(Cl)cccc23)CC1	25	1	16	9	-5	-3	3	3	-8	i
Cc1c(C(=O)N(C)Cc2ccccc2)oc2ccc(S(=O)(=O)N3CCCC3)cc12	26	-2	11	3	2	-1	4	-3	-16	i
COc1ccccc1C(=O)NC(=O)Nc1nc(-c2ccccc2)cc(C(F)(F)F)n1	-4	-2	20	-1	-7	-9	-5	0	-8	i
Cc1cccc(NC(=O)N2CCC(NC(=O)c3ccco3)CC2)c1	7	-1	19	3	5	-3	-6	1	-9	i
O=C(NC(O)C(=O)c1ccc(F)cc1)c1ccc(F)cc1 (stereo unspecified)	7	-3	-5	-5	1	0	0	0	-40	i
O=C(CN1C(=O)NC2(CCCC2)C1=O)NCC1CCCO1 (stereo unspecified)	24	-4	11	-4	-2	6	-3	5	-26	i
CCN1CCN(C(=S)Nc2ccc3nc(N4CCN(CC)CC4)cc(C)c3c2)CC1	0	-3	-20	-4	-4	11	9	2	-21	i
CCCCNc1nc(-c2ccccc2)nc(-n2ccnc2)n1	6	0	16	-4	1	-6	2	1	-16	i
C[C@H](NC(=O)C1CC(=O)N(c2ccc3c(c2)OCO3)C1)C(=O)NC1CCCCC1 (stereo partly specified)	-14	-9	-19	-4	-4	-6	-8	-1	-32	i
Cc1cccc(-c2nc(C#N)c(N3CCC(C)CC3)o2)c1	6	0	-4	1	3	7	-4	1	-25	i
COCCCNC(=O)Cn1cc(C(=O)C2CC2)c2ccccc21	15	0	1	-7	3	0	-2	1	-4	i
CC(C)[C@H]1CN=C2N(C[C@H](C)NC(=O)CCC3CCCCC3)[C@H](Cc3ccc(O)cc3)CN21	23	-1	4	15	·	-3	·	2	·	i
O=C(NNC(=O)c1ccccc1-c1ccccc1C(=O)O)c1cccc([N+](=O)[O-])c1	4	-1	-1	-5	-1	-28	-1	-3	-3	i
O=C(Nc1ccc(CN2CCOCC2)cc1)c1cccc(F)c1	7	-1	17	6	0	2	0	1	-129	·
O=C(NCc1ccco1)c1ccc(N2CCCCC2)c([N+](=O)[O-])c1	20	-4	-9	13	4	19	0	0	8	i
Cc1ccccc1-c1noc(N)c1C#N	-3	-5	-5	-3	9	7	11	-5	19	i
NC(=O)C1CCN(C(=O)c2ccc(-c3ccccc3)cc2)CC1	32	-1	-2	-10	1	4	-1	0	-36	i
COc1nc(OC)nc(Oc2ccc(Cl)cc2[N+](=O)[O-])n1	14	-1	-36	5	-3	3	0	3	-29	i
COCCNC(=O)Cn1nc(C)c2ccccc2c1=O	7	0	-5	-12	7	-15	-6	3	-58	i
CCC(=O)Nc1cc(C(F)(F)F)ccc1N1CCCC1	8	-2	6	2	-2	3	0	7	-11	i
CN(C(=S)NC1=CCS(=O)(=O)C1)C1CCCCC1	22	-1	-29	-9	1	-18	0	1	-14	i
Cc1cc(C)c(S(=O)(=O)Nc2ccc3[nH]c(=O)[nH]c3c2)c(C)c1	9	-2	5	-25	-3	-29	4	-4	-9	i
O=C(c1ccccc1)C1C(=O)c2ccccc2C1=O	34	-2	·	16	2	16	7	3	-4	i
CC(C)C(=O)N1CCN(c2ccc(NC(=O)c3ccc([N+](=O)[O-])o3)cc2)CC1	17	-1	35	33	2	?	24*	0	9	i
C/C=C/c1ccc(Oc2nnnn2-c2ccc(C(N)=O)cc2)c(OC)c1	8	-4	12	0	0	-1	0	-1	-20	i
COc1ccc(C(=O)/C=C/C(=O)N(CC(=O)NC2CCCCC2)Cc2ccccc2)c(O)c1	20	·	67*	132	1	170*	-5	0	-38	i
CC1(C)CC(=O)C(C=Nc2ccccc2C(=O)O)=C(O)C1	17	-3	45	-9	2	-8	6	1	-42	i
Cc1cccc(N/C=C/c2onc(C)c2[N+](=O)[O-])c1	21	-3	-156	17	0	35	2	-4	-31	i
COc1ccc(-c2nc(=S)n3ccsc3n2)cc1OC	5	0	-12	7	2	5	-1	1	-37	i
CCOc1ccc(NC(=O)c2nn(-c3ccc(OC)cc3OC)c(=O)c3ccccc23)cc1	23	-1	-11	-1	-2	19	-9	2	-4	i
CN(CC(=O)Nc1ccccc1Cl)C(=O)COc1cccc2c1OC(C)(C)C2	1	-4	-18	4	·	2	·	-1	·	i
COc1ccc(NC(=O)CN2CCC(C)CC2)cc1	26	-1	-28	-3	2	16	-1	2	5	i
O=C(c1cc2ncc(Br)cn2n1)N1CCOCC1	17	-1	10	-6	0	-7	-3	1	-3	i
COc1ccccc1CNC(=O)COC(=O)C1CCN(c2ccc(C(F)(F)F)cn2)CC1	30	-1	3	1	·	-6	·	2	·	i
COc1ccc(NC(=O)CSc2ncnc3c2cnn3Cc2ccccc2)cc1OC	14	-1	-5	-14	5	-35	-5	2	1	i
Cc1ccc(-c2[nH]ncc2C(=O)c2ccc(Br)cc2)c(O)c1	-95*	3	-11	15	1	71*	-3	0	-3	i
CCN(CC)S(=O)(=O)c1ccc(NC(=O)CSc2nnc(-c3ccc(F)cc3)o2)cc1	12	4	30	7	-2	-4	6	-5	-8	i
COc1ccc(-n2c(C)c([N+](=O)[O-])c3ccc(O)c(CN4CCCCC4)c32)cc1	21	51*	3	6	2	-21	-2	4	-11	i
COc1ccc(CNC(=O)CN2C(=O)CSc3ccc(S(=O)(=O)N4CCOCC4)cc32)cc1	17	-3	12	-4	-6	3	-4	-5	-20	i
CNC(=S)N1CCN(c2nc(-c3ccc(Cl)cc3)cs2)CC1	17	-2	-26	7	-3	18	-5	-1	-33	i
CCOC(=O)C1CCCN(C(=S)Nc2ccc(F)cc2)C1 (stereo unspecified)	12	-1	9	3	3	-1	5	0	-3	i
CC(NC(=O)/C(C#N)=C1\N=C(NC(=O)c2cccs2)c2ccccc21)c1ccccc1 (stereo unspecified)	4	0	-7	-2	7	3	-5	-23	-34	i
O=C(NCC1CCN(c2ccc(S(=O)(=O)N3CCOCC3)cc2)CC1)Nc1ccccc1F	21	-2	15	13	1	23	3	1	-20	i
COc1ccc2c(c1)c(CC(=O)OCC(=O)O)c(C)n2C(=O)c1ccc(Cl)cc1	10	·	-3	2	-3	-22	4	3	-16	i
O=[N+]([O-])c1ccc2[nH]c(O)c(N=NC3CCS(=O)(=O)C3)c2c1 (stereo unspecified)	-1	0	4	-2	6	-17	-5	0	-28	·
CC(NC(=O)COC(=O)C1CCN(c2ccc(C(F)(F)F)cn2)CC1)c1ccc(Br)cc1 (stereo unspecified)	0	-2	-8	2	0	-2	3	1	6	i
O=C(NCCCCNC(=O)c1ccccc1Cl)c1ccccc1Cl	6	-1	3	2	-1	5	0	-1	-3	i
COC(=O)C1=C(C(=O)OC)C2(OC1c1ccccc1C)C(=O)c1ccccc1C2=O (stereo unspecified)	22	0	-27	2	2	-8	8	4	-11	i
COc1ccc(OC)c(NC(=S)N2CCN(C(=O)C3CCCO3)CC2)c1 (stereo unspecified)	15	·	20	-1	-5	3	1	1	-14	i
CCCCCCn1c(COc2ccccc2F)nnc1SCC(=O)c1c(N)n(C)c(=O)n(C)c1=O	8	-4	7	-14	-3	-7	-3	0	-3	i
COc1ccc(C)cc1NS(=O)(=O)c1ccc2c(c1)N(C(C)=O)CCO2	12	0	-27	-8	0	-16	-3	-5	-23	i
Cc1nc2cc(Nc3nnc(-c4ccccc4)c4ccccc34)ccc2n1C	9	0	-110	·	5	·	-6	0	-37	i
C/C(=N\S(=O)(=O)c1ccc(C)cc1)N1CCN(S(=O)(=O)c2ccccc2)C1	12	-1	4	-9	4	-3	0	0	-22	i
Cc1cc(C(=O)NNC(=S)NCC(C)C)no1	21	-3	1	-3	-2	-1	-5	2	-32	i
O=C(NNC1=Nc2cc([N+](=O)[O-])ccc2OC1)c1ccccc1Cl	12	-2	-17	1	-4	4	1	2	-29	i
O=C(c1ccccc1)c1ccc(OCC(O)CNCc2ccc(F)cc2)cc1 (stereo unspecified)	11	-2	24	-3	-3	3	2	-2	-38	i
CC1(C)CC(=O)c2cc(O)ccc2O1	31	-2	-10	2	0	-11	0	-2	-16	i
Remaining list, next part
SMILES	AI-2 QS mod	GSK3 alpha inh	aSyn 5UTR inh	HSF1 inh	HSP90 refold inh	HSF1 activator	IEC-6 tox	GSK3B inh	KLF5 inh	PolyA inhibitor
O=C1c2cccnc2C(=O)N1CNc1ccc(Cl)cc1	20	-1	-36	27	4	29	5	2	18	i
CCN1N=C(c2cc(Cl)sc2Cl)CSC1=O	20	-4	-9	7	-3	37	-2	1	-12	i
COc1ccc(NCC(=O)N/N=C(\C)c2cc3ccccc3o2)cc1	-9	0	-46	-5	1	7	2	0	-27	i
N#Cc1cccc(Cn2cc(C(F)(F)F)ccc2=O)c1	7	-10	12	-8	-3	4	-3	4	-2	i
Cc1ccc(C(=O)Oc2cc(N)n(S(=O)(=O)c3ccc(C)cc3)n2)cc1	21	0	22	-5	-3	1	2	2	-8	i
O=C(CN1C(=O)CC(c2ccccc2)S(=O)(=O)c2ccccc21)NC1CCCC1 (stereo unspecified)	0	-3	14	0	3	0	3	-2	-25	i
Cc1ccc(-n2ncc(C(=O)NCc3ccc4c(c3)OCO4)c2NC(=O)c2ccco2)cc1C	5	-2	-2	4	6	2	7	5	-13	i
Cc1ccc(CSc2nc3c(cc2C#N)CCC3)cc1	16	1	-43	11	-5	29	-7	0	-4	i
CCCn1c(NC(=O)C2CCN(S(=O)(=O)c3cccs3)CC2)nc2ccccc21	-5	0	38	0	3	-8	13	0	-26	i
COC(=O)CSc1nnc(-c2ccc(S(=O)(=O)NCc3ccccc3Cl)cc2)o1	5	-1	-7	-1	3	16	1	2	-17	i
Cn1c(=O)n(/N=C/c2ccccc2)c2ccccc21	15	-2	-107	6	-3	12	12	2	59	i
O=C(CN1CCN(c2ccccc2)CC1)Nc1nccs1	21	2	13	1	-1	-3	-2	-3	-36	i
COCCSc1nnc(NC(=O)C2CCCO2)s1 (stereo unspecified)	-1	-3	-43	2	-3	19	0	-2	-31	i

Screening results as filed in PubChem.

Only part of the results is shown; count on the stated rates, not on these rows.
